Fh CTSL1 inh – cathepsin L1 inhibition, PFM18AAP counter-screen; recombinant F. hepatica cathepsin L1, Z-Leu-Arg-MCA fluorescence; 300,000 tested, 0.49% active; inhibition, % at 5.96 µM;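 active = inhibition above the mean of all tested compounds plus 3 SD, set per screening campaign, cut at about 17% in these data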;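 also: 0% = plate median of test compound wells and 100% = 1 µM Z-Phe-Ala-diazomethylketone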
VLA-4 inh – inhibition in a human VLA-4 binding assay | VLA-4 expressing cells, ligand binding flow cytometry | P13612 | inhibition, % (about 7 µM as worked out from the volumes in the protocol) | 330,000 tested, 0.2% active | AID 2557; in the data active = inhibition above about 50%
GRK2 inh – blocks RNA aptamer binding to human GRK2. inhibition of aptamer binding, % at 10 µM. 330,000 tested, 0.59% active. bead flow cytometry, FAM-aptamer displacement from GRK2;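 active = inhibition of aptamer binding above 40%, roughly 3 SD of noise, on plates passing a quality check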;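 also: median bead fluorescence of bound FAM aptamer so fluorescent compounds give negative values; no value below 0 was filed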
PP1 counter – PP1-alpha (human) inhibition in PP5 counter-screen | P62136 | inhibition, % at 6.7 µM | purified PP1alpha, OMFP fluorescence | 320,000 tested, 0.9% active;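 active = inhibition above the mean inhibition of all tested compounds plus 3 SD, computed separately for each screening campaign, cut at about 15% in these data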
procasp7 counter – counter-screen: procaspase-7 (human) activation. recombinant procaspase-7, Ac-DEVD-pNA absorbance 405 nm; D23A/D198A/D206A triple mutant, cannot self-cleave; scale: DMSO 0, 5 µM enzyme 100. activation, % at 8.5 µM. 330,000 tested, 0.093% active. AID 463210;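 active = percent activation above the screen-wide mean plus 3 SD, cut at about 25% in these data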
Target sequence (P55210 whole entry D23A/D198A/D206A): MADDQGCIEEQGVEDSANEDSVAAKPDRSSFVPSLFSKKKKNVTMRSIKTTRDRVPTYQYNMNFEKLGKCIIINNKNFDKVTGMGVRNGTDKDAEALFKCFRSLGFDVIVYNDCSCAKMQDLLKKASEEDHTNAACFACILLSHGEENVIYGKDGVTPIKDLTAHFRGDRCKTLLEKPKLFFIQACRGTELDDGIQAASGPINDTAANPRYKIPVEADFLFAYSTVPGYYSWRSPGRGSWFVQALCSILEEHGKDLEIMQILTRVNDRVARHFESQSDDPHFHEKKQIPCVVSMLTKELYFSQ
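Test system: Procaspase-7 triple mutant (PC-7 D3A). Also added: Ac-DEVD-pNA substrate, 400 µM as added. Schedule: 1 h enzyme–compound preincubation and 2 h substrate reaction, both 25 °C. Signal: p-Nitroaniline absorbance at 405 nm, read at 0 and 120 min. Control set: low DMSO alone, high DMSO plus 5 µM PC-7.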
core dimer inh – HCV core protein dimerization inhibition. AID 1899. inhibition, % at 5 µM. TR-FRET GST/Flag-core106 dimerization, 1536-well. 300,000 tested, 0.33% active;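 active = inhibition above the mean of all tested compounds plus 3 SD, set per screening campaign, cut at about 45% in these data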
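System: GST-tagged and Flag-tagged HCV core protein residues 1-106 / Input: core106 proteins, GST 13.5 nM and Flag 17 nM / Buffer or medium: KF-containing HEPES buffer, pH 7.45, DTT, CHAPS, BSA / Probe or stimulus: Eu-anti-GST and XL665-anti-Flag labelled anti-tag antibodies / Schedule: 4 h, 22.5 °C incubation / Technique: TR-FRET 671 and 617 nm emission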
procasp3 activ – activates human procaspase-3 | P42574 | recombinant procaspase-3 D3A, Ac-DEVD-pNA absorbance 405 nm | activation, % at 8.5 µM | 330,000 tested, 0.11% active | AID 463141;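 active = activation above the mean of all tested compounds plus 3 SD, cut at about 21% in these data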;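 also: 0% = DMSO alone and 100% = DMSO wells spiked with extra 5 µM PC-3 D3A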
Target sequence (P42574 whole entry D9A/D28A/D175A): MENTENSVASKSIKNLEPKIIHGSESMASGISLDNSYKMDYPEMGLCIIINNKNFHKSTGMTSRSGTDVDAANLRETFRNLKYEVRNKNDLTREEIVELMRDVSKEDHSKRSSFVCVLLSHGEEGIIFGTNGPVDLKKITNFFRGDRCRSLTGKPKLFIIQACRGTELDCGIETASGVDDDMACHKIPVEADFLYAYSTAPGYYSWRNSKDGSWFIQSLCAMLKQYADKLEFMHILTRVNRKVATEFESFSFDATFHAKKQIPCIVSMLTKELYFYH
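material = Procaspase-3 D3A mutant | probe or stimulus = Ac-DEVD-pNA | compound = single dose, 8.5 µM nominal compound, 0.8% DMSO | timing = 1 h preincubation, 2 h reaction | measured by = 405 nm absorbance of p-nitroaniline, reads at 0 and 120 min | benchmarks = DMSO-only low control, 5 µM PC-3 D3A high control | repeats = singlicate, each compound tested once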
JMJD2C inh – inhibitors of human GASC-1 (JMJD2C) demethylase | Q9H3R0 | GST-JMJD2C(1-420) H3K9me3 demethylation, DELFIA europium | inhibition, % at 2.35 µM | 330,000 tested, 0.069% active | AID 2099;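 active = more than half of a compound's replicate wells show inhibition beyond 50%, single wells judged on their own value; inconclusive = some, but no more than half, of replicates pass 50% inhibition; inactive = no replicate passes 50% inhibition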;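 also: signal counts dimethyl H3K9 product captured on neutravidin plate; 0% = median of DMSO wells and 100% = 0.3 times that DMSO median; strong numbers were not always called active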
PP5 inh – blocks human protein phosphatase 5 activity | P53041 | purified PP5c, OMFP substrate fluorescence | inhibition, % at 6.7 µM | 320,000 tested, 0.18% active;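 active = inhibition above the campaign's mean inhibition across all tested compounds plus 3 SD, cut at about 9.5% in these data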;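 also: 0% = DMSO only and 100% = 100 µM cantharidin control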
Target sequence (P53041 whole entry, looked up): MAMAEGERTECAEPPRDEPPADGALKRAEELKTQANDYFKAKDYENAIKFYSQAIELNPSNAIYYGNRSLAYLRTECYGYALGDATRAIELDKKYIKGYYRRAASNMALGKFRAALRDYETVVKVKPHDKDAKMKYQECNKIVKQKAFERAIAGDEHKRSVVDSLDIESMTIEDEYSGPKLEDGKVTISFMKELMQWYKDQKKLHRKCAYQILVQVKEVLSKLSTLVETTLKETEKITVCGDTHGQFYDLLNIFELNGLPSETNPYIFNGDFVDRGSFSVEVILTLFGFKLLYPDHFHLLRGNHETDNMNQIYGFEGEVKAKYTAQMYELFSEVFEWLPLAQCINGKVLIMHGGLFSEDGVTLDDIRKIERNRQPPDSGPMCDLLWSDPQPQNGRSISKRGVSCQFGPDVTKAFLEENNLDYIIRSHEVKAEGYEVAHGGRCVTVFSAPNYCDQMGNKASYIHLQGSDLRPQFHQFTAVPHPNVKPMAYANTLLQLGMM
Active calls of the source: *; ? = inconclusive; / = not tested or not shown.

Sample of the layout:
Values in the order – Fh CTSL1 inh	VLA-4 inh	GRK2 inh	PP1 counter	procasp7 counter	core dimer inh	procasp3 activ	JMJD2C inh	PP5 inh
CC(C)NC(=O)c1ccccc1NC(=O)c1ccccc1N(C)S(C)(=O)=O
→ 1	8	0	-5	-4	-5	-5	-19	1.9
CCN(CC)C(=O)[C@H]1CC(CC(=O)NCc2cccc(C(F)(F)F)c2)C(=O)N2CCc3c([nH]c4ccccc34)[C@]12C (stereo not given in full)
→ /	-20	0	/	4	/	17	43	/
COC(=O)CCCC(=O)NC1CCCN(C2Cc3ccccc3C2)C1 (stereo not given)
→ 0	-6	5	-3	13	-6	-1	-5	2.0

Main list, repeating the preview:
Values in the order – Fh CTSL1 inh	VLA-4 inh	GRK2 inh	PP1 counter	procasp7 counter	core dimer inh	procasp3 activ	JMJD2C inh	PP5 inh
CC(C)NC(=O)c1ccccc1NC(=O)c1ccccc1N(C)S(C)(=O)=O
→ 1	8	0	-5	-4	-5	-5	-19	1.9
CCN(CC)C(=O)[C@H]1CC(CC(=O)NCc2cccc(C(F)(F)F)c2)C(=O)N2CCc3c([nH]c4ccccc34)[C@]12C (stereo not given in full)
→ /	-20	0	/	4	/	17	43	/
COC(=O)CCCC(=O)NC1CCCN(C2Cc3ccccc3C2)C1 (stereo not given)
→ 0	-6	5	-3	13	-6	-1	-5	2.0
COc1ccccc1C(OC(=O)c1ccco1)C(=O)NC(C)(C)C (stereo not given)
→ -37	16	6	-4	0	-2	-6	24	0.0
CCOC(=O)N1CCN(Cc2nc(-c3ccc(C)cc3)no2)CC1
→ -6	-5	0	-4	2	3	-4	5	0.8
O=C(Nc1ccccc1)OCC1CCCO1 (stereo not given)
→ -1	-1	0	-1	4	2	1	2	1.3
S=C(NCc1ccc2c(c1)OCO2)Nc1ccc(-c2nc3ccccc3[nH]2)cc1
→ 2	34	0	1	-12	24	-5	2	3.2
COc1cccc(N2CCN(C3CC(=O)N(c4ccc(F)c(Cl)c4)C3=O)CC2)c1 (stereo not given)
→ 0	21	1	-4	2	-3	0	-5	2.4
Cc1ccc(NC(=O)C2C(=O)N(C)c3ccccc32)cc1 (stereo not given)
→ -1	5	1	-4	6	-47	3	2	3.1
C[C@@H]1NC(=O)c2cc([N+](=O)[O-])cc(I)c2OCC[C@@H](C(N)=O)NC(=O)[C@H](CCCCN)NC1=O
→ -4	-2	0	2	4	-10	1	4	2.0
O=C(NC(N1CCCC1)C(Cl)(Cl)Cl)c1ccccc1 (stereo not given)
→ 5	-12	3	-3	1	1	0	8	-1.0
COc1cccc(/C=N/NC(=O)c2c(-c3ccccc3)noc2C)c1
→ 0	0	1	-3	5	-4	-3	45	-1.3
CC(=O)Nc1ccc(S(=O)(=O)NCC(=O)Nc2ccc3c(c2)OCO3)cc1
→ /	-16	2	/	6	/	6	1	/
COC(=O)COn1c(-n2nc(C)cc2C)nc2ccccc2c1=O
→ 0	10	1	-4	-1	-1	0	15	0.2
COc1ccc2c(Cl)c(C(=O)NN3CCN(C)CC3)sc2c1
→ -1	8	0	-3	17	-3	3	-1	-0.3
S=C(NCC1CCCO1)c1ccc(Br)cc1 (stereo not given)
→ 0	9	2	-3	-21	10	-12	?	-0.6
O=C(O)c1cnn2c(C(F)F)cc(C(F)F)nc12
→ 1	8	1	-8	-2	0	-4	1	-2.8
O=C(CN1CCN(S(=O)(=O)c2ccccc2F)CC1)N1CCc2ccccc2C1
→ /	-11	0	/	-3	/	8	6	/
Cc1ccccc1N1C(=O)C2ON(c3ccccc3)C(c3cccnc3)C2C1=O (stereo not given)
→ 1	-5	3	-2	2	-2	1	-2	0.1
CC1CC(C)CN(C(=O)c2ccccc2Nc2ccc(SC(F)F)cc2)C1 (stereo not given)
→ 3	21	0	-1	1	5	3	-26	0.0
CC(=O)N1c2ccccc2NC(=O)C1(C)C
→ -3	-2	0	0	10	-10	-11	15	-0.4
COc1cc(C)ccc1OCCCCN1CC(C)OC(C)C1 (stereo not given)
→ -1	3	7	4	-2	-7	2	-9	1.9
N#CC(c1ccc(=O)[nH]n1)c1ccc(Cl)cc1Cl (stereo not given)
→ 0	19	0	1	-2	6	0	4	4.1
O=C(CN1CCN(S(=O)(=O)c2cccc(Br)c2)CC1)NCCc1cccs1
→ /	22	0	1	-5	/	3	4	3.6
CCOCc1nnc(NC(=O)c2cc(OC)cc(OC)c2)s1
→ -1	10	3	-3	-2	-7	1	4	1.8
Cc1ccc(NC(=O)COC(=O)c2ccco2)cc1C
→ /	-5	0	-1	3	/	4	-2	0.6
O=C(Nc1ccc(Cl)cc1)Nc1ccccc1C(=O)NCc1ccco1
→ 3	8	2	-3	5	0	1	0	5.2
CCOc1cc(C2C(C(=O)OC(C)C)=C(C)NC3=C2C(=O)CCC3)cc([N+](=O)[O-])c1O (stereo not given)
→ 4	13	4	0	-6	-6	-7	-1	0.1
CCC(=O)Nc1nnc(/C=C/c2ccccc2)s1
→ 0	19	1	-2	-3	5	3	-2	2.3
CCCC(=O)N1c2ccc(-c3csc(N)n3)cc2CC1C (stereo not given)
→ -4	7	1	0	7	-3	1	30	1.5
Cc1ccc(Nc2ncccc2C(N)=O)cc1[N+](=O)[O-]
→ 2	6	1	-1	-9	3	-11	-6	-1.3
Cc1cc(=O)oc(C)c1C(=O)NCCc1ccccc1
→ 2	3	0	-2	3	-5	3	-34	-0.3
NC(=O)c1ccc(C(F)(F)F)n(Cc2ccccc2Cl)c1=O
→ 3	-15	3	6	-7	-4	-4	2	4.6
COc1cccc(NC(=O)C2CCCN2S(=O)(=O)c2ccc3c(c2)C(C)(C)C(=O)N3C)c1 (stereo not given)
→ -4	9	0	-5	-1	-3	2	17	-0.7
CC(=O)C(=Cc1cc(C)n(-c2ccccc2)c1C)C(C)=O
→ -1	12	3	-2	8	-13	0	1	2.8
O=C(CC(C(=O)O)c1c(F)cccc1Cl)c1ccc(Cl)cc1 (stereo not given)
→ -7	15	2	-1	-8	-13	-4	-6	-7.3
CC1CN(C)C(C)c2c1oc1ccc(N)cc21 (stereo not given)
→ 0	12	0	-2	12	-1	-4	2	1.9
CCOC(=O)c1c(NC(=O)COC(=O)c2c(C)noc2C)sc2c1CCC2
→ -3	3	0	-6	-4	-3	1	-16	1.9
O=C(Nc1c2c(nn1-c1ccc([N+](=O)[O-])cc1)CS(=O)(=O)C2)c1cccs1
→ 0	3	2	0	11	-6	-1	-1	-2.1
C/C=C/c1ccc(OCCCN2C(=O)NC(C)(C)C2=O)c(OC)c1
→ 1	0	3	1	2	-1	3	18	3.4
Cc1oc(CC(C)C)cc1C(=O)Nc1cccc2ccccc12
→ -4	11	0	3	1	3	1	4	3.1
O=C(COc1ccc2c3c(c(=O)oc2c1)CCCC3)NC(Cc1ccc(Cl)cc1)C(=O)O (stereo not given)
→ 6	8	1	1	-4	-2	-11	0	-1.3
Cc1cc(=O)oc2c3c(cc(OCC(=O)NCCCn4ccnc4)c12)OC(C)(C)CC3
→ 1	-21	0	-5	1	0	-3	/	3.1
Cc1ccc(-n2nnnc2SCC#N)cc1
→ 0	3	2	3	3	1	14	6	-0.3
CC(=O)Nc1cc(NC(C)=O)c(N=Nc2ccccc2)cc1C
→ -2	0	1	-5	1	-11	-5	5	-2.6
CCCCC(=O)c1c(C)cc(C)[nH]c1=O
→ 0	14	0	4	-7	-5	-5	6	2.1
O=C(Nc1cccc([N+](=O)[O-])c1)c1cnccn1
→ 0	9	4	-1	5	23	7	-1	-2.4
COc1ccc(-c2csc3ncnc(N4CCN(S(=O)(=O)c5cccc(Br)c5)CC4)c23)cc1
→ 1	-8	1	-1	4	12	2	-9	2.2
CC12COC3(C(=O)Nc4ccccc4F)CC1CCC32C (stereo not given)
→ 1	-4	0	-3	0	-2	-1	3	2.9
O=C(NCCN1CCOCC1)c1cc2sccc2n1Cc1ccc(F)cc1
→ 1	5	15	-2	-6	-5	-6	0	2.4

Next structures.
Values in the order – Fh CTSL1 inh	VLA-4 inh	GRK2 inh	PP1 counter	procasp7 counter	core dimer inh	procasp3 activ	JMJD2C inh	PP5 inh
Cc1c(S(=O)(=O)N(C)C2CCCCC2)c(=O)n(C)c(=O)n1C
→ -4	-6	7	-5	12	0	-3	-7	0.3
COc1ccccc1-n1c(SCC(=O)Nc2ccccc2C)nc(O)cc1=O
→ -2	8	2	10	5	0	4	3	0.9
CS(=O)(=O)c1nc(S(=O)(=O)c2ccc(Cl)cc2)c(N2CCN(CCO)CC2)s1
→ 1	15	0	-1	-7	5	2	1	1.7
O=c1c2ccccc2ncn1-c1ccc2c(c1)OCCO2
→ -5	-11	0	-1	2	-3	-2	-2	2.5
CCCCN(C)CCN1C(=O)C2C(C(=O)Nc3ccc(C)cc3)C3C=CC2(O3)C1C(=O)NC1CCCCC1 (stereo not given)
→ 1	3	0	-1	1	0	-5	11	3.9
O=C(CN1C(=O)C2C3c4ccccc4C(c4ccccc43)C2C1=O)Nc1cccc(C(=O)O)c1 (stereo not given)
→ -1	-4	4	-4	8	-7	-3	1	1.0
COc1ccc(/C=C/C(=O)C2CC2)cc1COc1cccc(C)c1C
→ -5	-6	0	-1	6	-1	-1	-1	1.0
O=C(NCc1cccnc1)NC1CC(=O)N(c2ccc3c(c2)OCCO3)C1 (stereo not given)
→ 4	1	0	2	-2	-3	4	4	2.0
Cc1oc(C(C)(C)C)cc1C(=O)NCC(=O)NCC(=O)O
→ 3	3	0	1	-3	-12	-6	-7	-0.7
COc1cc2c(cc1O)C(SC)=NC(C)(C)C2
→ 3	18	1	-3	9	-2	1	16	-0.6
CSC(=NC#N)N1CCN(c2cccc(Cl)c2)CC1
→ -3	-6	5	2	15	-4	2	8	2.6
COC(=O)c1ccc(C(=O)N(C)C2CCCN(Cc3ccccc3F)C2)nc1 (stereo not given)
→ 2	-2	0	3	6	-8	5	-6	1.2
COc1ccc2[nH]cc(CCNS(=O)(=O)c3ccc(NC(C)=O)cc3)c2c1
→ 4	-9	0	-2	-6	-4	4	5	-4.7
CN(Cc1ccccc1)C(=O)c1ccc(NC(=O)Cc2ccc([N+](=O)[O-])cc2)cc1
→ /	20	0	/	8	/	7	1	/
N=c1n(CC(=O)c2cccs2)c2ccccc2n1Cc1ccccc1
→ 0	-1	0	1	-5	-1	-5	0	-1.1
O=c1c2ccccc2oc2cc(-c3ccc4cc[nH]c4c3)ccc12
→ /	-4	2	/	20	/	10	9	/
CCNC(C(=O)c1c[nH]c2c(CC)cccc12)c1ccccc1 (stereo not given)
→ -1	11	0	5	3	4	-2	-4	-0.6
CC(C)c1ccc(NC(=O)CSc2n[nH]c(=O)n2Cc2ccco2)cc1
→ -1	25	3	-2	5	1	8	3	2.0
CCn1nc(C)cc1C(=O)N(C)C1CCCN(Cc2ccccc2F)C1 (stereo not given)
→ 1	5	1	-2	-4	0	5	2	2.2

Source: PubChem BioAssay (several laboratories)

The order is random; any-hit rate near 2.6%.
